Efa HMGR inh = blocks class II HMG-CoA reductase of Enterococcus faecalis | purified E. faecalis HMGR, NADPH absorbance 340 nm kinetic | inhibition, % at 10 µM | 190,000 tested, 0.41% active | AID 1066;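 active = inhibition above a set limit, the median over all tested compounds plus 3 SD, cut at about 9.5% in these data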;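 note: enzyme runs in reverse so mevalonate oxidation gives rising NADPH absorbance; 0% = complete reaction with DMSO and 100% = background rate lacking mevalonate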
TNAP inh no acc = TNAP (human) inhibition, acceptor-free conditions | AID 1012 | inhibition, % at 20 µM | 200,000 tested, 0.26% active | purified TNAP, CDP-star luminescence, 30 min;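 active = tissue-nonspecific alkaline phosphatase inhibition above about 50% at 20 µM in the single-dose screen, limit read from the data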;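 note: 0% = DMSO negative control and 100% = EDTA positive control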
Target sequence (P05186 whole entry, looked up): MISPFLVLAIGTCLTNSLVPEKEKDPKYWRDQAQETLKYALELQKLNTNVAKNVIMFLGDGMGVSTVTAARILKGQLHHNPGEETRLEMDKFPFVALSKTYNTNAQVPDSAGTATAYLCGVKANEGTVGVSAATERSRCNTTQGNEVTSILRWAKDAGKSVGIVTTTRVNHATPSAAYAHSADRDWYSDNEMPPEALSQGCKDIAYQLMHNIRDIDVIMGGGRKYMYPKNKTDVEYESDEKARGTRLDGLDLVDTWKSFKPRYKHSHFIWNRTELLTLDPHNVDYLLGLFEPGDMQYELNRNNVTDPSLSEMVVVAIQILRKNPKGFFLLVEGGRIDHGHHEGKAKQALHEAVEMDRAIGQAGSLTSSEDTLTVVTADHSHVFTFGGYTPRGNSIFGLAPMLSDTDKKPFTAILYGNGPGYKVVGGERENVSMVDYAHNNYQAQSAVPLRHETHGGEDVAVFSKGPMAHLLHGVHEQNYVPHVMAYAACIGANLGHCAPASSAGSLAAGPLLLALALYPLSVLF
TR-FRET SRC-2 ct = TR-FRET artefact, counter-screen to PPARgamma/SRC-2 agonist assay; AID 1049; 200,000 tested, 0.4% active; hits give high values; TR-FRET ratio at 8 µM; in the data active = TR-FRET ratio above about 2000; note: inactives centre near 1500
TNAP inh hiacc = blocks human TNAP under high phosphate acceptor concentration; AID 1135; purified TNAP, CDP-star luminescence, 1 M DEA; inhibition, % at 20 µM; P05186; 200,000 tested, 0.03% active;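 active = over 50% inhibition of tissue-nonspecific alkaline phosphatase at 20 µM in the single-dose screen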;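 note: plate controls were DMSO wells for no effect and EDTA-quenched wells as full inhibition for full effect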
TNAP act hiacc = increases human TNAP activity under high phosphate acceptor concentration; purified TNAP, CDP-star luminescence, 1 M DEA, 30 min; hits give high values; 0 = EDTA background, 1 = DMSO-only activity; activation factor at 20 µM; 200,000 tested, under 10 active; AID 1136;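 active = activation factor at least 2 at 20 µM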
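Assay system: human TNAP; Input: enzyme diluted 1/800 final; Reagent: CDP-star luminogenic substrate at 100 µM final; Timing: 30 min, room temperature; Signal: luminescence; Evaluation: TNAP activation factor scaled between EDTA and DMSO control wells.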
PPARg SRC-1 ag = agonists of human PPARgamma SRC-1 coactivator recruitment; P37231; PPARgamma-SRC-1 coactivator recruitment biochemical assay; activation, % at 8 µM; 200,000 tested, 0.41% active; AID 631; in the data active = activation above about 19%;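 note: 0% = DMSO and 100% = reference agonist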
bIAP activator = intestinal alkaline phosphatase (bovine) activation; purified bovine IAP, CDP-star luminescence, 30 min; hits give high values; fold of DMSO-control signal, blank-subtracted; activation factor at 20 µM; 200,000 tested, 0.17% active; AID 1016;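 active = activation factor of 2 or more at 20 µM, a signal rise over negative controls twice the positive control's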
bIAP inhibitor = intestinal alkaline phosphatase (bovine) inhibition; AID 1019; purified bovine IAP, CDP-star luminescence, 30 min; 190,000 tested, under 10 active; inhibition, % at 20 µM;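 active = over 50% inhibition of intestinal alkaline phosphatase at 20 µM in the single-dose screen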
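System: Purified bovine intestinal alkaline phosphatase (IAP) enzyme | Input: IAP diluted 1/65,000,000 in the well | Also added: CDP-star chemiluminescent phosphatase substrate, 30 µM final | Dosing: 20 µM single dose | Times: Enzyme reaction for 30 min at room temperature | Detection: Luminescence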
PPARg SRC-2 ag = PPARgamma-driven SRC-2 recruitment agonism; P37231; activation, % at 8 µM; 200,000 tested, 0.34% active; PPARgamma LBD-SRC-2 recruitment, biochemical; in the data active = activation above about 22%;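 note: 0% = vehicle and 100% = reference agonist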
PPARg SRC-3 ag = agonists of human PPARgamma SRC-3 coactivator recruitment. 200,000 tested, 0.26% active. activation, % at 8 µM. P37231. biochemical PPARgamma/SRC-3 coactivator recruitment assay; in the data active = activation above about 23%;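 note: 0% = DMSO and 100% = reference agonist; some compounds past the cut are filed as inactive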
An asterisk follows results filed as active; x = no result given. Compounds as they come (roughly 1.6% active in at least one column).

mol	TR-FRET SRC-2 ct	TNAP inh no acc	TNAP inh hiacc	PPARg SRC-2 ag	bIAP inhibitor	Efa HMGR inh	PPARg SRC-1 ag	bIAP activator	PPARg SRC-3 ag	TNAP act hiacc
CN(C)CCNC(C(=O)Nc1cc(Cl)cc(Cl)c1)c1ccccc1 (stereo not given)	1618	-22	-4	-7	-41	-2	-2	1.4	1	1
c1ccc(-c2nc(NCc3ccco3)c3oc4ccccc4c3n2)cc1	1628	-12	-8	5	7	-3	6	0.9	5	1.1
CCOc1ccc(N(C(C)=O)c2nc(C)cc(C)c2C#N)cc1	1592	-9	0	5	9	-6	0	0.9	4	1
C=CCNC(=O)CSc1n[nH]c(-c2cc(Cl)ccc2OC)n1	1791	28	-2	-2	0	-1	6	1	3	1
COc1cc(C(=O)NCc2ccc3[nH]c(C)cc3c2)cc(OC)c1OC	1560	-11	-1	11	-3	-4	-4	1	6	1
CC1CCN(S(=O)(=O)c2ccc(C(C)C)cc2)CC1	1558	-2	2	-8	1	0	3	1	-5	1
CN(C)CC1CCCCC1OC(=O)c1ccc(Cl)cc1 (stereo not given)	1633	-16	-2	7	-13	-9	4	1.1	4	1
O=C(CCNC(=O)c1ccccc1)OCC(=O)c1ccccc1	1602	-8	-7	-3	-6	-2	7	1.1	2	1.1
CCCCN1C=CC(=C2C(=O)c3ccccc3C2=O)C=C1	1388	-5	0	-3	-7	-3	0	1.1	-1	1
Cc1nc2ccc(Cl)cc2c(-c2ccccc2Cl)c1CC(=O)O	1422	-5	-2	-4	1	-7	-4	1	0	1
CC(C)(C)NC(=O)CSCc1ccc(Br)cc1	1465	-7	-5	2	4	-2	6	1	-3	1.1
CCC(C(=O)NCc1ccccc1OC)n1nc(C)n2c(cc3occc32)c1=O (stereo not given)	1554	-1	-6	-3	-2	2	8	1	-1	1.1
CSC(=Nc1ccc(Cl)cc1)N[n+]1ccccc1	1528	-8	-7	4	-2	-2	10	1	4	1.1
O=[N+]([O-])c1cccn2cc(-c3ccc(Br)cc3)nc12	1366	-1	-1	-4	6	1	4	0.9	-3	1
C=CCNC(=O)/C(C#N)=C/c1c(N(Cc2ccccc2)Cc2ccccc2)nc2ccccn2c1=O	1564	-51	0	1	5	-5	9	0.9	6	1
CCOC(=O)CSc1nc2sc3c(c2c(=O)[nH]1)CC(C)(CC)OC3 (stereo not given)	1702	-18	-8	2	19	4	4	0.8	20	1.1
CCOc1ccccc1C1C(C#N)=C(N)Nc2onc(-c3ccccc3)c21 (stereo not given)	1394	6	-3	-5	13	-7	4	0.9	-6	1
COC(=O)Nc1sccc1C(=O)Nc1sccc1C(=O)OC	1544	-8	4	14	8	-2	4	0.9	2	1
Cc1cc(C)nc(N2CCC(C(=O)NCCc3ccc(F)cc3)CC2)n1	1413	-1	-9	-5	0	-4	-4	1	-3	1.1
CCc1cc2c(=O)n(N)c(CCC(=O)O)nc2s1	1281	-7	0	-3	11	-3	2	0.9	-14	1
COC(=O)c1[nH]c2ccccc2c1NC(=O)CN1CCCc2ccccc21	1349	-7	2	0	-6	0	0	1.1	-7	1
O=C(CN1CCN(C(=O)c2cccs2)CC1)Nc1ccc(Br)cc1	1678	3	1	0	2	-1	2	1	-2	1
Cc1cc(C)c(C2C(C#N)=C(N)Oc3n[nH]c(C)c32)cc1CN1CCOCC1 (stereo not given)	1423	-8	-2	4	-6	2	-4	1.1	-4	1
CCc1cc2ccc(C)cc2nc1SCC(=O)NNC(=O)c1ccco1	1633	-136	-1	3	1	1	1	1	-1	1
N#CC(c1ccc(Cl)cc1)c1ccc2c(C(F)(F)F)cc(C(F)(F)F)nc2n1 (stereo not given)	1544	12	11	6	32	2	6	0.7	8	0.9
Cc1cc(NC(=S)N(Cc2ccc(Cl)cc2)Cc2ccc(C(=O)O)cc2)ccc1Cl	1594	-18	-5	0	-2	1	2	1	1	1
CCCN1Cc2cccc(C(=O)NC(CC(=O)OCC)c3ccc(OC(C)C)cc3)c2C1=O (stereo not given)	1520	-7	-2	3	-9	-1	-2	1.1	3	1
COc1cc(CN2CCC(C(=O)N3CCCC(C)C3)CC2)cc(Br)c1O (stereo not given)	1651	-7	-8	8	1	0	6	1	10	1.1
CC(C)(C)C(=O)Nc1cccc(OC(F)(F)C(F)Cl)c1 (stereo not given)	1393	-6	-2	-2	-2	-2	0	1	-2	1
Cc1ccc2[nH]c(=O)c(CN(Cc3ccc4c(c3)OCO4)Cc3nnnn3C3CCCC3)cc2c1	1421	-6	0	3	-1	-1	7	1	-2	1
O=C(NCCOc1nc(N2CCOCC2)nc(N2CCOCC2)n1)Nc1ccc(Cl)cc1	1593	-1	7	-2	-6	-5	-3	1.1	-2	0.9
COC(=O)C1=C(N)Oc2cc(C)n(CCCn3ccnc3)c(=O)c2C1c1ccc(Cl)cc1 (stereo not given)	1563	15	-5	1	-13	2	1	1.1	5	1.1
Cc1cc([N+](=O)[O-])nn1CC(=O)Nc1nccs1	1523	-4	-2	-10	19	-1	3	0.8	6	1
CC1CCc2c(sc(NC(=O)Cn3nc(C(F)(F)F)c4c3CCCCC4)c2C#N)C1 (stereo not given)	1328	-6	-2	6	18	-6	1	0.8	7	1
COc1ccc(/C=c2\s/c(=C/C(=O)c3ccc(C)cc3)[nH]c2=O)cc1OC	1518	12	28	6	-24	-5	7	1.2	2	0.7
CCCCOC(=O)c1c(C)oc2ccc(NS(=O)(=O)c3ccc4c5c(cccc35)C(=O)N4)cc12	1470	4	-2	7	7	1	-1	0.9	-2	1
COc1cccc(NC(=O)CN(C)CC(=O)Nc2ccc3c(c2)CCC3)c1	1580	-9	-2	4	-21	0	-6	1.2	0	1
CC(C)C(C(=O)OCC(=O)c1ccc2c(c1)NC(=O)CO2)N1C(=O)c2ccccc2C1=O (stereo not given)	1435	-4	1	4	8	-2	-6	0.9	-4	1
CC(=O)Nc1nc(SCC(=O)NCC2CCCO2)[nH]c(=O)c1NC(=O)c1cccs1 (stereo not given)	1673	-2	-2	-7	5	-1	7	1	1	1
CCn1cc(C(=O)Nc2ccc(OC)c(OC)c2)c2cc(OC)c(OC)cc2c1=O	1486	-14	-6	-2	0	1	1	1	9	1.1
Cc1ccc(S(=O)(=O)N2CCCCC2)cc1C(=O)Nc1ccc(N2CCOCC2)cc1	1584	-6	1	-4	6	0	-4	0.9	-6	1
COc1cc(OC)c(C2C(C(=O)Nc3ccccc3)=C(C)Nc3ncnn32)cc1OC (stereo not given)	1580	-16	-4	11	1	0	2	1	16	1
O=C(O)CSc1nc(-c2ccccc2)cc(=O)[nH]1	1619	-6	-6	13	12	-4	0	0.9	8	1.1
O=C(N[C@@H](Cc1ccc(O)cc1)C(=O)O)C(c1ccccc1)c1ccccc1	1553	-7	-1	-11	-2	-2	0	1	1	1
Cc1n[nH]c(=S)n1/N=C/c1ccccc1OCc1ccc(Cl)cc1Cl	1714	6	-2	-5	25	-2	2	0.8	-3	1

Results in PPARg SRC-3 ag, Efa HMGR inh and PPARg SRC-1 ag, for some of the entries so far:
Structure	PPARg SRC-3 ag	Efa HMGR inh	PPARg SRC-1 ag
CCc1cc2ccc(C)cc2nc1SCC(=O)NNC(=O)c1ccco1	-1	1	1
Cc1ccc2[nH]c(=O)c(CN(Cc3ccc4c(c3)OCO4)Cc3nnnn3C3CCCC3)cc2c1	-2	-1	7

Next section:
mol	TR-FRET SRC-2 ct	TNAP inh no acc	TNAP inh hiacc	PPARg SRC-2 ag	bIAP inhibitor	Efa HMGR inh	PPARg SRC-1 ag	bIAP activator	PPARg SRC-3 ag	TNAP act hiacc
CCOC(=O)Cc1c(C)nc2c(-c3ccccc3)c(-c3ccccc3)[nH]n2c1=O	1560	3	-5	2	2	-5	8	1	6	1.1
CCOP(=O)(OCC)C(NC(=O)Nc1ccccc1)c1ccccc1 (stereo not given)	1344	-12	-2	0	17	-10	-3	0.8	3	1
COc1ccc2ccccc2c1C1CC(=O)N2CN(C)CSC2=C1C#N (stereo not given)	1624	-6	-7	4	19	-5	-4	0.8	5	1.1
CN1CCN(C(=O)c2ccc(-c3nn(C)c(=O)c4ccccc34)cc2)CC1	1328	x	x	1	x	x	-10	x	-2	x
CCOc1ccccc1NC(=O)CCCc1nc2ccccc2c(=O)[nH]1	1484	-11	-2	-3	8	-2	5	0.9	-1	1
O=C(CN1CCN(c2ccccn2)CC1)Nc1ccc(Oc2ccccc2)cc1	1503	-5	-2	9	1	-6	7	1	-3	1
CN(C)S(=O)(=O)c1cc(NC(=O)CN2CCN(c3ccccc3O)CC2)ccc1Cl	1683	-4	-3	13	-13	-1	2	1.1	4	1
COc1ccccc1/C=C/CN1CCN(Cc2ccc(C)o2)C(CCO)C1 (stereo not given)	1630	-10	-8	6	-2	0	10	1	3	1.1
O=C(C=C1SCCS1)/C=C/c1ccco1	1426	-2	2	-1	7	0	-4	0.9	-6	1
COc1ccc(-n2c(-c3ccc(Br)cc3)nc(=S)c3c2CCCC3)cc1	1483	23	4	-10	12	3	-3	0.9	1	1
Cc1csc(/C(C#N)=N/O)n1	1541	-11	-4	11	0	-2	11	1	-6	1

High-throughput results (PubChem BioAssay)
